RXFP1 ag = RXFP1 (human) receptor agonism; actives 0.3% (n = 370,000); Potency, µM (doses to about 57.5 µM), without a hit: at the top dose activation, most hits filed as activators; Q9HBX9; HEK293T-RXFP1 cAMP TR-FRET, 30 min; response scale: percent of porcine relaxin response, buffer zero; further: potency means the concentration at half of the fitted maximal effect; on the % scale 0 is the no-effect control and ±100 the full control effect; nearly all actives have a fitted effect of over 60% in size; many of its hits are not listed in these tables
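HEK293T cells stably expressing RXFP1 were pretreated with the PDE4 inhibitor Ro 20174, exposed to compounds for 30 min at 37C, lysed, and cAMP was read by TR-FRET. Data normalized to buffer (basal) and 29 nM porcine relaxin (100%).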
D1 agonist = activates the human D1 dopamine receptor; P21728; HEK293 T-REx D1 cells, calcium flux, agonist mode; activation, % at 2 µM; actives 1% (n = 360,000); AID 504660; in the data active means activation above about 30%; further: 0% is about no effect
Target sequence (P21728 whole entry, looked up): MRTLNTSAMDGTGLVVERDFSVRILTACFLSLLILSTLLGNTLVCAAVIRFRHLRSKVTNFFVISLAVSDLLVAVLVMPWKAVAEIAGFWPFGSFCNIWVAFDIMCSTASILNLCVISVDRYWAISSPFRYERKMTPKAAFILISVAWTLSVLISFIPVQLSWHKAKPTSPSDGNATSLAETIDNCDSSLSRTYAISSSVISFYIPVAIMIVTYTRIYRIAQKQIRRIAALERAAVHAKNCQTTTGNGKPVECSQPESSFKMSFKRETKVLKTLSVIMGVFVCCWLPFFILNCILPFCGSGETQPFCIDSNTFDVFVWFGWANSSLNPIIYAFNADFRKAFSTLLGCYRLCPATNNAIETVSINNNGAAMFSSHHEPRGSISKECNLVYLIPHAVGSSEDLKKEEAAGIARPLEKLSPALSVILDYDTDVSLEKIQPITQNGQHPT
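Inducible HEK293 T-REx D1 cells, force-coupled to calcium signalling, were plated at 4000 cells/well with tetracycline and held overnight at 30 C. After no-wash calcium dye loading, compound-evoked calcium rise over 180 s flagged agonists.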
D2 potentiator = positive allosteric modulators of human D2 dopamine receptor | HEK293 T-REx D2, calcium flux, EC20 dopamine potentiation | potentiation, % at 10 µM | actives 0.34% (n = 340,000) | AID 485347;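 active means potentiation over 3 SD above the plate norm, cut at about 30% in these data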; further: 0% is about no effect
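Tetracycline-induced Hek293 Trex D2 cells, force-coupled to calcium, loaded with no-wash calcium dye. Compound added with 180 s kinetic read for agonism, then EC20 dopamine and a further 180 s read for potentiation.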
RXFP1 antag = RXFP1 (human) relaxin receptor antagonism; activity change, negative = inhibition, % at 57.5 µM; HEK293-RXFP1, relaxin-stimulated cAMP HTRF, 30 min; stronger effect = lower value; actives 0.59% (n = 350,000); AID 1259400; Q9HBX9;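 active means activity change of -60% or lower, but not beyond a set lower limit; inconclusive means change between -60% and -40%, or beyond the set limit; inactive means change above -40%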; further: on the % scale 0 is the no-effect control and ±100 the full control effect
D1 potentiator = potentiators of human D1 dopamine receptor; P21728; HEK293 TREx D1 cells, calcium flux, dopamine EC20 potentiation; potentiation, % at 10 µM; actives 0.036% (n = 360,000); AID 504651; in the data active means potentiation above about 30%; further: 0% is about no effect
TRHR agonist = activates the human TRH receptor; P34981; TRHR cells, calcium flux fluo-8, FDSS agonist mode; activation, % at 2 µM; actives 0.18% (n = 360,000); AID 493084; in the data active means activation above about 30%; further: 0% is about no effect
Target sequence (P34981 whole entry, looked up): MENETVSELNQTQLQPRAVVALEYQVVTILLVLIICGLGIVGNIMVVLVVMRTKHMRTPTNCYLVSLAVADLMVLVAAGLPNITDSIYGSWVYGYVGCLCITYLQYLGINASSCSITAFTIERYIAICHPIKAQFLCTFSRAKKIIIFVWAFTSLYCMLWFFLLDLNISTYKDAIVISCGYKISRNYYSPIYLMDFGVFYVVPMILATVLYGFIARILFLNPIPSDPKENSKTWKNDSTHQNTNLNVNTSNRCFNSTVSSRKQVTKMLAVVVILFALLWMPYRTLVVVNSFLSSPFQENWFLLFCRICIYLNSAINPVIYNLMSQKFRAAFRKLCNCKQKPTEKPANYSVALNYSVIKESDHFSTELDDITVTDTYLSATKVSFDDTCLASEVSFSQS
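Steps: seed TRHR cells overnight; add fluo-8 no-wash Ca dye, RT 30 min–1.5 h; record 10 s baseline; pin-transfer compounds; monitor fluorescence 1 cycle/s for the agonist window. Calcium increases flag candidate agonists.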
TRHR enhancer = allosteric enhancers of human TRH receptor | enhancement, % at 2 µM | actives 0.66% (n = 360,000) | TRHR cells, fluo-8 calcium fluorescence, EC20 TRH enhancement | P34981; in the data active means enhancement above about 30%; further: 0% is about no effect
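Enhancer read-out: after compound pinning and an initial kinetic agonist-mode read, an EC20 of TRH (10 nM final) was injected and fluo-8 calcium signal (Ex 480/Em 530) followed at 1 s/cycle for 100 cycles in TRHR-expressing cells.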
Apoferritin bind = binds horse apoferritin like a general anesthetic. apoferritin/1-aminoanthracene competitive binding, fluorescence. actives 0.074% (n = 350,000). P02791. Potency, µM (doses to about 77.5 µM), for the others: at the highest dose activity change, negative = displacement, usual class: inhibitors; further: potency means the concentration at half of the fitted maximal effect; on the % scale 0 is the no-effect control and ±100 the full control effect; nearly all actives have a fitted effect of over 20% in size
Target sequence (P02791 2-175 limits assumed): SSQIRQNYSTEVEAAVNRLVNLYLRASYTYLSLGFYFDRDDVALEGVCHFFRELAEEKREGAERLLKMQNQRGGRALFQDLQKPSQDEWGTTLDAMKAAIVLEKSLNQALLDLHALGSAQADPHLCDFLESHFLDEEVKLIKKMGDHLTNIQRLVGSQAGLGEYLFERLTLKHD
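Read-out: endpoint 1-AMA fluorescence, excitation 380 nm and emission 535 nm, after compounds sit 10 min at room temperature with 10 uM horse-spleen apoferritin in 50% saturated 1-AMA/PBS. Values come from four-parameter Hill fits.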
D1 antagonist = human D1 dopamine receptor antagonism; HEK293 TREx D1 cells, calcium flux, dopamine EC80; stronger effect = lower value; AID 504652; activity change, negative = inhibition, % at 10 µM; P21728; actives 3.2% (n = 360,000); in the data active means activity change below about -30%; further: on the % scale 0 is the no-effect control and ±100 the full control effect
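Inducible Hek293 Trex D1 cells (tetracycline, overnight, 30 C). Calcium dye 30–90 min RT. Antagonist mode: EC80 dopamine added after 180 s compound read.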
The depositor's hits bear a star; ? = inconclusive; / = not tested or not shown; & = joins results of further samples. Unless noted, the call rests on the fitted dose curve; in most records, active means well fitted curve in the direction sought with a large enough effect; inconclusive means small, poorly fitted or top-dose-only effect, or another doubt; inactive means no such curve, though single readings can be large; an effect the other way counts as inactive or inconclusive. The list is partial. The share of hits here may be higher or lower than overall.

SMILES	RXFP1 ag	D1 agonist	D2 potentiator	RXFP1 antag	D1 potentiator	TRHR agonist	TRHR enhancer	Apoferritin bind	D1 antagonist
CC(=O)Oc1ccc(N(C(C)=O)S(=O)(=O)c2cc([N+](=O)[O-])ccc2C)cc1	-1.2%	3	-2	8	9	0.8	-3	2%	-9
CN(Cc1ccc(C(C)(C)C)cc1)C(=O)c1ccc2c(=O)n3c(nc2c1)CCC3	0.6%	7	3	-1	0	0.0	0	/	-4
O=S(=O)(Cc1cc(Sc2ccc(Cl)cc2)nc(-c2ccccc2)n1)c1ccccc1	2.3%	2	-1	-1	0	0.4	1	-10%	5
CCc1ccc(NC(=O)C(C)Sc2nnc(CN3CCCC3)o2)cc1 (stereo unspecified)	1.5%	1	25	-6	0	0.1	5	/	10
CCN(CC)C(=O)CSc1nc(-c2cccs2)cc(-c2cccs2)c1C#N	0.9%	9	3	-8	-8	-0.2	-3	-7%	-3
CN(Cc1ccccc1)C(=O)c1[nH]cnc1C(=O)NCC(=O)OCc1ccccc1	0.6%	1	7	/	-6	-1.3	-4	-14%	-12
O=C(CSc1nc(-c2ccccc2)c(-c2ccccc2)o1)Nc1nncs1	3.2%	1	9	-20	-4	-0.6	1	-8%	1
CNS(=O)(=O)c1cccc(C(=O)NCC(c2cccs2)N(C)C)c1 (stereo unspecified)	0.9%	2	-7	-13	-8	5.9	-6	-8%	-9
c1cnc2nc(CSc3ncn[nH]3)cn2c1	13%	4	-2	1	-6	0.6	-3	-9%	2
COc1ccccc1OCc1ccc(C(=O)N2CCN(C)CC2)o1	1.8%	4	0	7	-7	0.0	3	8%	-2
CCOc1ccc(N2C(=O)CSC23CCCCC3)cc1	-1.7%	-1	22	-8	2	0.0	-8	?	3
CCOc1cccc2c1OC1(C)CC2NC(=O)N1c1cccc(C(=O)N2CCN(c3ccccn3)CC2)c1 (stereo unspecified)	-1.1%	1	2	-7	-4	-0.4	1	-15%	12
O=C(CCc1ccc(S(=O)(=O)NCCc2ccccc2)cc1)NCc1ccco1	0.9%	6	-2	-7	-3	-0.4	-3	-13%	3
NNC(=O)c1sc2nc(N3CCOCC3)c3c(c2c1N)CCCC3	-28%	3	-1	-2	-1	-0.7	13	-15%	2
Cc1cc(=O)n(Cc2ccc(OC(C)C)cc2)c(=S)[nH]1	2.8%	2	9	-29	-3	0.3	2	?	-5
Cc1ccccc1C(=O)NC(=S)NC1CCSC1=O (stereo unspecified)	3.6%	2	2	2	-3	0.3	5	6%	-28
COc1ccc(-c2nc3ccccc3o2)cc1NC(=O)C(C)(C)Oc1ccc(Br)cc1	-4.4%	2	5	/	8	1.1	3	8%	26
Cc1ccc(C(=O)NNC(=O)CSc2n[nH]c(-c3cccnc3)n2)cc1	-0.8%	4	-3	-38	-7	0.7	1	-6%	-11
O=C(CSc1nnc(CNC(=O)c2c(F)cccc2Cl)o1)Nc1ccc2c(c1)OCO2	-0.1%	2	23	-3	0	0.5	15	-13%	-14
Cc1ncc(CN2CCCC(CCC(=O)NCc3ccc(F)c(F)c3)C2)s1 (stereo unspecified)	4.1%	1	11	-11	-2	0.0	-5	-7%	1
COc1ccc(NC(=O)CCCn2c(=O)oc3ccccc32)cc1Cl	3.3%	1	-16	2	-1	0.0	7	-1%	15
CCC(=O)N1CCc2cc(S(=O)(=O)NCCCOC)ccc21	-1.2%	1	2	-1	-6	-0.6	4	-9%	-6
CC(=O)c1cnc2nc(C)nn2c1C	4.0%	1	3	0	12	0.0	4	-10%	-2
Cc1oc(-c2ccc(Cl)cc2)nc1CS(=O)CC(=O)NCCCN1CCCC(C)C1 (stereo unspecified)	-2.0%	2	-2	-17	-7	-0.3	1	-11%	1

4 entries from above, sorted by molar mass, falling.
SMILES	RXFP1 ag	D1 agonist	D2 potentiator	RXFP1 antag	D1 potentiator	TRHR agonist	TRHR enhancer	Apoferritin bind	D1 antagonist
CCOc1cccc2c1OC1(C)CC2NC(=O)N1c1cccc(C(=O)N2CCN(c3ccccn3)CC2)c1 (stereo unspecified)	-1.1%	1	2	-7	-4	-0.4	1	-15%	12
O=S(=O)(Cc1cc(Sc2ccc(Cl)cc2)nc(-c2ccccc2)n1)c1ccccc1	2.3%	2	-1	-1	0	0.4	1	-10%	5
Cc1ncc(CN2CCCC(CCC(=O)NCc3ccc(F)c(F)c3)C2)s1 (stereo unspecified)	4.1%	1	11	-11	-2	0.0	-5	-7%	1
Cc1ccccc1C(=O)NC(=S)NC1CCSC1=O (stereo unspecified)	3.6%	2	2	2	-3	0.3	5	6%	-28

Additional results.
SMILES	RXFP1 ag	D1 agonist	D2 potentiator	RXFP1 antag	D1 potentiator	TRHR agonist	TRHR enhancer	Apoferritin bind	D1 antagonist
Cc1cccc(-c2nc(Nc3ccc(N4CCOCC4)cc3)c3ccccc3n2)c1	5.1%	-1	12	8	-2	-0.9	5	-6%	14
COc1cccc(NC(=O)C2CC(=O)N=C(N)S2)c1 (stereo unspecified)	-1.8%	2	27	-2	-4	2.9	9	4%	14
COc1ccc(CNC(=O)C2CC(=O)N(c3ccc(OCC(=O)N4CCCCC4)cc3)C2)cc1 (stereo unspecified)	1.2%	4	15	-2	-2	0.3	4	2%	-3
CCNC(=O)c1ccc(C2SCC(=O)N2CCc2ccccc2)cc1 (stereo unspecified)	-0.1%	6	-5	-2	-4	0.5	-12	-8%	6
O=C(NCc1cccs1)C1CCC(CNS(=O)(=O)c2ccc(Br)s2)CC1 (stereo unspecified)	-0.1%	3	-2	-10	-4	-0.2	7	-7%	2
CCCc1cc(CNC(=O)C2CCC(=O)N(Cc3ccccc3F)C2)on1 (stereo unspecified)	-0.5%	3	3	-4	-10	-0.7	-5	-6%	4
Cc1ccc(NC(=O)C2CCCN2S(=O)(=O)c2cccc3cccnc23)cc1C (stereo unspecified)	0.6%	-2	-1	-21	-3	0.4	-3	-22%	-6
N#CCC(=O)Nc1ccc(C(=O)OCc2ccccc2Oc2ccccc2)cc1	1.1%	11	/	-7	/	1.3	-5	-6%	11
Clc1cc2nc3ccccn3c2cc1Cl	4.4%	2	26	-2	-2	-1.3	0	8%	-25
Cc1nn(Cc2nc(-c3cccs3)no2)c(C)c1Br	0.6%	5	-6	-17	-1	0.3	1	?	-13
O=C(NCC1CCCO1)c1cnc(Cl)c(Cl)c1 (stereo unspecified)	5.6%	5	2	-10	-5	-1.0	4	2%	-2
C[C@@H]1NC(=O)c2cc([N+](=O)[O-])cc(I)c2NCC[C@@H](C(N)=O)NC(=O)[C@H](CC(N)=O)NC1=O	2.1%	-2	0	/	-3	0.3	-4	-7%	2
Cc1ccc(OCc2cc(C(=O)NC(C)Cc3cccc(C)n3)no2)cn1 (stereo unspecified)	-2.1%	12	/	-1	-4	0.6	1	-5%	-21
CC(=O)N1CCCc2cc(S(=O)(=O)N3CCCC(C(=O)N4CCN(c5cc(C)ccc5C)CC4)C3)ccc21 (stereo unspecified)	-0.3%&1.4%	11&3	-1&2	-13&-28	-6&-5	0.1&0.2	-5&-4	-1%&-3%	-28&-11
Cc1cccc(NC(=S)N2CCC(C(N)=O)(N3CCCCC3)CC2)c1C	0.1%	-1	4	7	1	0.1	1	-4%	10
O=C(COC(=O)c1cncc(Br)c1)NCc1ccc2c(c1)OCO2	-0.6%	1	22	14	-3	0.0	8	-19%	-10
Cc1cc(C(=O)Nc2cccc([N+](=O)[O-])c2)c(C)o1	-0.5%	2	-5	4	-7	0.1	4	-11%	-9
CCC1CN(C(=O)N2CCC(C(=O)NCCN(CC)CC)CC2)c2ccccc2O1 (stereo unspecified)	-4.5%	0	-1	-3	2	-0.6	1	5%	8
CCOc1ccc(CCNC(=O)c2cccc3c2C(=O)N(CCOC)C3)cc1OCC	3.8%	1	3	2	-3	-1.0	-5	5%	-8
CSc1ccccc1OCc1cc(C(=O)NCc2csc(C(C)C)n2)no1	0.2%	4	-1	3	3	1.5	-3	?	-21
Cc1ccc(C)c(N2CCN(C(=O)CN3C(=O)c4ccccc4C3=O)CC2)c1	2.3%	6	2	-3	-5	0.4	-5	?	-35*
COC(=O)N/N=C/c1cc(Cl)cc(Cl)c1OCc1ccc(F)cc1	0.8%	7	/	/	-6	1.0	-11	-10%	-2
Cc1ccc(CNC(=O)c2nc(SCc3ccc(C)cc3)ncc2Cl)cc1	19%	13	-6	6	6	5.4	-3	7%	-2
Cc1ccc(S(=O)(=O)NCCNC(=O)c2nonc2N)cc1	-0.4%	-1	2	7	9	-0.4	2	-10%	4
CC(C)c1cccc(C(C)C)c1NC(=O)COC(=O)c1ccc(OCC(=O)Nc2cccc(C(F)(F)F)c2)cc1	2.2%	7	-4	/	-2	-0.2	-4	-4%	-9
C(#Cc1ccccc1)Cn1nnc2ccccc21	2.0%	-2	/	9	4	-0.8	5	5%	-18
Cc1ccc(NC(=O)CC(=O)c2ccc([N+](=O)[O-])cc2)cc1S(=O)(=O)Nc1cccc(Cl)c1	0.2%	4	12	-20	-5	0.1	6	?	25
C=CCC(COCc1ccccc1)NS(=O)(=O)c1ccccc1Br (stereo unspecified)	2.2%	5	-6	/	-10	-0.3	-5	-8%&6%	-17
O=C(O)c1cccc(-c2noc(-c3cccc(Cl)c3)n2)c1	-1.0%&-0.6%	0&2&-2	-4	/	10&3&-1	-0.8&0.3&-0.6	-5&3&11	/	-3&-22
COc1cc(S(=O)(=O)Nc2cccc3cn[nH]c23)c(OC)cc1Cl	-1.1%	2	18	-19	6	-1.2	-5	-9%	2
O=C(CN(C(=O)CNC(=O)c1cccs1)c1ccc(F)cc1)NC1CCCCC1	-1.4%	1	/	-12	-10	0.3	-5	-11%	9
CCOC(=O)c1c(NC(=O)CN2CCCCC2)sc(CN(C)C)c1-c1ccccc1	4.1%	2	-6	10	-3	0.4	9	-3%	4
C#CC(C)(C)NC(=O)c1ccccc1OC	0.1%	0	18	10	3	-0.1	1	-7%	0
COc1ccc(OCCSc2ncnc3nc[nH]c23)cc1	0.0%	15	3	/	/	1.0	8	-12%	9
CC(C)(C)NC(=O)C(c1c[nH]c2ccccc12)N(C(=O)Cn1nnc(-c2ccc(F)cc2)n1)c1cccc(O)c1 (stereo unspecified)	-2.5%	8	1	-9	-1	1.9	4	-16%	5
COc1ccc(NC(=O)COC(=O)c2ccc(F)cc2F)cc1	1.6%	1	-6	-22	-2	0.2	-3	-8%	3
Cc1nc2ccc(S(=O)(=O)NC(C(=O)Nc3nc4ccc(Cl)cc4s3)C(C)C)cc2s1 (stereo unspecified)	0.9%	2	-3	/	/	0.2	4	-19%	-41*
Cn1c(=NC(=O)C2CC2)sc2cccc(F)c21	2.9%	3	-1	0	-6	-0.3	1	-14%	-41*
